# MC4R antagonist: MC4R antagonists of cAMP signaling, primary screen, cell-based, TR-FRET, antagonist arm of biased-ligand search; Melanocortin receptor 4 (Homo sapiens), P32245; inhibition, % at 6.5 µM; 360,000 tested, 0.48% active; AID 540295, 2011; MC4R-expressing cells, MTII-stimulated cAMP, LANCE TR-FRET;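 active = inhibition above its plate's cutoff, the mean of tested wells on that plate plus 3 SD, cut at about 29% in these data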;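 also: 0% = Melanotan II alone and 100% = Melanotan II plus saturating MCL0020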
# Target sequence (P32245 whole entry, looked up): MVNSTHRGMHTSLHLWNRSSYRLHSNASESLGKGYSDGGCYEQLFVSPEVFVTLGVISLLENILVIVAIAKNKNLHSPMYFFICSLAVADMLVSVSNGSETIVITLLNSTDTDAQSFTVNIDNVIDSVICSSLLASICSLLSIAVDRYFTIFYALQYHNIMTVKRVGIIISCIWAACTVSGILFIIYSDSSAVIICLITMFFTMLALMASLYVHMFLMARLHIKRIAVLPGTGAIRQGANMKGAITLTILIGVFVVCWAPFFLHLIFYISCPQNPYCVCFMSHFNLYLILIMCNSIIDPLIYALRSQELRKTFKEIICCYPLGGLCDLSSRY
#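 Material – human MC4R-expressing U2OS cells · Repeats – no replicates · Detection – TR-FRET with Eu-cAMP and labeled anti-cAMP, 671 nm · Times – compound 30 min, challenge 1 h, detection 1 h · Compound – single nominal compound dose of 6.5 µM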
# MC4R barr agon: MC4R agonists recruiting beta-arrestin, primary screen, cell-based, luminescence, agonist arm of biased-ligand search. 360,000 tested, 0.98% active. U2OS MC4R beta-arrestin complementation; percent of melanotan II response, DMSO zero. Melanocortin receptor 4 (Homo sapiens), P32245. activation, % at 8.9 µM;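 active = activation above a per-plate cutoff, the mean activation of sample wells on that plate plus 3 SD, cut at about 8% in these data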
# Exocytosis inh: LAMP-1 surface exposure blockers, TALL-104 cells – cell-based, flow cytometry, MLPCN library, primary screen. TALL-104 LAMP-1 surface exposure; cells stimulated with thapsigargin and PMA. 360,000 tested, 0.66% active. inhibition, % at 10 µM;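 active = inhibition above about 55%, limit read from the data; inconclusive = no clear call, values can overlap the other calls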
# Cardio protect: cardioprotection against H2O2-induced cell death, primary screen, uHTS, H9c2 cells, ATPLite luminescence; H9c2 cardiomyocytes, H2O2 injury protection, 2 h; protection from H2O2 cell death, % at 20 µM; 360,000 tested, 0.63% active; AID 588492, 2011;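 active = compounds giving at least 50% protection of heart cells from peroxide-induced death in the single-dose screen, raw or plate-pattern-corrected value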;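 also: 0% = DMSO wells with peroxide and 100% = DMSO wells without peroxide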
# ABCB6 inh MLPCN: ABCB6 transporter inhibitors, primary screen, K562-ABCB6 cells, flow cytometry, MLPCN library; ATP-binding cassette sub-family B member 6 (Homo sapiens), Q9NP58; K562-ABCB6 porphyrin accumulation, 1 h; stronger effect = lower value; fluorescence ratio to DMSO, % at 10 µM; 360,000 tested, 0.19% active;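 active = fluorescence ratio to DMSO below 75%, the collection mean minus 3 SD; inconclusive = too few cells collected in the well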;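 also: signal is porphyrin accumulated inside mitochondria; 100% equals median channel fluorescence of DMSO control wells; lower ratio means ABCB6 inhibition with less porphyrin fluorescence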
# aDG glyco up: activators of alpha-DG glycosylation, primary screen, uHTS, Pro5-aDG cells, AlphaScreen; alpha-DG glycosylation AlphaScreen (IIH6); 0% Pro5, 100% B10-LARGE cell signal; activation, % at 10 µM; 360,000 tested, 0.22% active; AID 624168, 2012;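 active = activation of at least 8% versus controls, or a plate z-score of at least 8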;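 also: Pro5 are CHO cells carrying HIG-tagged alpha-DG that lacks glycosylation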
# Glyco luc inh: increase of ERlucT glycosylation luciferase signal, primary screen, N-linked glycosylation inhibitor project, D54 ERlucT cells, luminescence, set 2 | 360,000 tested, 0.23% active | D54 ERlucT glycosylation luciferase reporter, 24 h; percent of 100 nM tunicamycin response | AID 588692, 2011 | reporter increase, % at 12.5 µM;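 active = mean luciferase reporter signal, scaled so untreated is 0 and the glycosylation-blocking control 100, at or above a set limit in every replicate; inconclusive = mean reaches the limit but not every replicate does; inactive = mean below the limit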;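 also: luciferase carries N-glycosylation sites so blocking glycosylation raises the light; 0% = median of neutral control wells and 100% = median of 100 nM tunicamycin wells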
# ABHD5-PLIN5 inh: ABHD5-PLIN5 interaction inhibitors, primary screen, cell lysate, split luciferase complementation, luminescence; Perilipin-5 (Homo sapiens) + 1-acylglycerol-3-phosphate O-acyltransferase ABHD5 (Homo …; Split G. princeps luciferase complementation, 4 h; inhibition, % at 4 µM; 360,000 tested, 0.78% active; AID 602281, 2012;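 active = inhibition above the mean inhibition across every tested compound plus 3 SD, cut at about 22% in these data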;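 also: 0% = DMSO only wells and the 100% control is not disclosed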
# hiPSC survival: enhancers of single-cell hiPSC survival, primary screen, ATPlite luminescence; survival enhancement, % at 20 µM; 360,000 tested, 0.044% active; 100% = ROCK inhibitor wells, 0% = DMSO; in the data active = survival enhancement above about 18%;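 also: cells exposed to compounds for 16 hours before the ATP read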
# HTR2A ag: mouse Htr2a agonists via beta-arrestin recruitment, primary screen, cell-based, luminescence. 5-hydroxytryptamine receptor 2A (Mus musculus), P35363. CHO-K1 mHTR2A beta-arrestin complementation; percent of 30 µM serotonin response. activation, % at 7.6 µM. 360,000 tested, 0.66% active. AID 624169, 2012;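 active = activation above a run cutoff, the mean activation of all tested compounds plus 3 SD, cut at about 14% in these data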;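 also: 0% = plate median of compound wells and 100% = 30 µM serotonin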
# Target sequence (P35363 whole entry, looked up): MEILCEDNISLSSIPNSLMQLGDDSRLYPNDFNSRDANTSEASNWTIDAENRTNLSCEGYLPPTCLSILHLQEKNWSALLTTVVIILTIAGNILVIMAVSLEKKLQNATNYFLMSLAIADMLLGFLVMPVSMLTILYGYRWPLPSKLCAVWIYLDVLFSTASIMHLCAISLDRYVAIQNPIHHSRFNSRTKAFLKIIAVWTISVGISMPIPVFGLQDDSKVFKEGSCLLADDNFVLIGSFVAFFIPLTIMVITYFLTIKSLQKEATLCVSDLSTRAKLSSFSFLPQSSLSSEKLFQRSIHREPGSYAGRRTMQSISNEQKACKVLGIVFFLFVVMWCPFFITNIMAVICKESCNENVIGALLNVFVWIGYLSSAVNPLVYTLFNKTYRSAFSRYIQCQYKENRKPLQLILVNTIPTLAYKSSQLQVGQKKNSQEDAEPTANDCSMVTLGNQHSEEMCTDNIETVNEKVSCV
# * marks the source's active call; other numbers are inactive results; ? = inconclusive; nt = no result given.
SMILES,MC4R antagonist,MC4R barr agon,Exocytosis inh,Cardio protect,ABCB6 inh MLPCN,aDG glyco up,Glyco luc inh,ABHD5-PLIN5 inh,hiPSC survival,HTR2A ag
O=C(CCCOc1ccccc1)Nc1cccc(C(=O)O)c1,10,-1.6,-2,0,100,-0.2,2,3,5.9,-3
C[C@H](CO)N1C[C@H](C)[C@H](CN(C)C(=O)Cc2ccccc2)OCc2cnnn2CCCC1=O,0,0.2,12,-2,100,0.0,1,1,2.6,2
CCn1c(-c2cc(-c3cc(OC)ccc3OC)nc3ccccc23)n[nH]c1=S,16,0.1,0,22,97,-0.1,3,-1,-1.4,-3
CCC1(c2ccccc2)NC(=O)N(CC(=O)NNC(=O)CCN2CCN(c3ccccc3)CC2)C1=O (stereo not drawn),-1,2.1,-4,-3,99,0.0,2,4,0.2,-3
C/C=C(\C)CN1CCN(c2cc(C)ccc2C)CC1,5,-0.6,1,3,100,0.8,1,1,-1.4,-5
O=C(NCC(=O)N(CCc1ccccc1)C(C(=O)NC1CCCCC1)c1ccncc1)c1ccco1 (stereo not drawn),3,2.4,0,-3,93,0.2,1,4,-2.8,9
CN(Cc1ccccc1)C(=O)[C@@H]1CCCN1C(=O)[C@@H]1CCCN1C(=O)c1cccc(Cl)c1,nt,nt,6,nt,94,-0.2,nt,0,0.9,6
O=C(O)Cn1nncc1-c1ccc(C(F)(F)F)cc1,9,-1.9,-1,0,105,-0.1,0,-4,1.3,-2
COc1ccc2nc(NC(=O)C3CCN(C(=O)c4ccco4)CC3)sc2c1,13,-1.3,?,-4,97,0.2,-8,9,0.4,1
Cc1ccc(OCC(=O)N/N=C/c2ccncc2)cc1,3,-1.2,-3,0,105,-0.2,0,1,4.1,-5
Nc1nonc1N/N=C\c1ccccc1,-1,-2.4,1,0,95,0.0,1,-3,-0.4,4
Cc1cc2c(NC(=O)Nc3ccccc3)cccc2nn1,-2,-1.1,-4,-4,99,0.0,12,-4,0.5,-1
Cc1ccc(Sc2ncccc2N)cc1,3,0.0,2,4,100,-0.2,2,-6,-0.7,0
Cc1onc(-c2ccccc2Cl)c1C(=O)OCC(=O)Nc1cccc(S(=O)(=O)N(C)C)c1,3,0.3,2,-2,87,-0.1,-3,-1,-0.1,-1
O=C(NCc1ccncc1)C1CCN(S(=O)(=O)c2ccc(F)cc2)CC1,9,-0.1,-7,6,97,-0.1,-1,2,0.5,9
Cc1ccccc1N(CC(=O)NC1CCCCC1)C(=O)c1csnn1,-1,-0.3,-14,-1,97,0.0,-1,-7,-0.6,3
CCN1C(=O)C(=O)N(CC(=O)Nc2cccc(C(F)(F)F)c2)C1=O,1,-2.0,-2,3,97,0.3,0,4,-1.5,44*
O=C(NCc1ccco1)c1cnn2c(C(F)(F)F)cc(-c3cccs3)nc12,-20,-0.3,6,65*,176,-0.2,0,24*,1.3,-3
CCOc1ccccc1CN(Cc1ccco1)S(=O)(=O)c1ccc(-n2cnnn2)c(OC)c1,0,-0.3,13,12,102,-0.1,10,4,-1.0,-9
O=C1[C@@H]2Cc3c([nH]c4ccccc34)CN2C(=O)CN1CCCCCO,0,2.0,8,2,96,0.1,2,9,0.5,1
C[C@H]1COC(=O)[C@H](Cc2ccc(F)cc2)CC/C=C/C[C@@H](CC(=O)N(CCO)Cc2ccccc2)C(=O)N1,4,-2.5,3,2,104,0.1,-1,-1,-1.1,-1
C=CCn1c2ccccc2c2n[nH]c(=S)nc21,-6,-1.8,12,5,106,0.0,1,-8,-0.5,-1
O=C1CC(c2ccccc2)C(=O)N1c1cccc(O)c1 (stereo not drawn),4,-2.8,-1,3,99,-0.3,2,-1,-2.2,-6
CCOC(=O)c1cc(C#N)c(Oc2ccc(F)cc2)nc1-c1ccccc1,8,-0.3,8,2,96,0.2,-3,-8,-0.9,-6
O=C(NCc1ccccc1Cl)C1CCN(S(=O)(=O)c2cccs2)CC1,12,-0.5,2,8,96,-0.1,-3,3,1.4,-2
CCN(CC)c1nc(-c2ccccc2)cc(C(F)(F)F)c1C#N,5,3.3,-7,-14,98,-0.2,2,2,0.5,-4
CNC(C)c1cc(OC)ccc1OC (stereo not drawn),1,0.1,-7,3,97,-0.1,0,3,0.9,0
COC(=O)c1ccccc1NC(=O)c1nc2nc(C)cc(C)n2n1,2,4.1,0,61*,95,0.2,-1,12,5.5,10
Cc1c(CCO)c(=O)n2n1CCCC2,16,4.2,-16,5,92,0.0,0,0,-1.4,1
O=C(Nc1ccccc1C(=O)O)/C(=C/c1ccc(Cl)cc1Cl)NC(=O)c1ccco1,-1,-1.8,23,0,99,0.0,-1,3,-0.5,5
O=C(CN1CCNCC1)NCCSc1ccc(Cl)cc1,-2,-1.5,-3,0,101,0.0,-1,0,8.4,2
O=C(c1ccccc1S(=O)(=O)NCc1ccccc1)N1CCCCC1,2,1.6,0,0,100,0.2,-2,2,-0.2,-4
N#Cc1ccccc1Sc1ccccc1C(=O)OCC(=O)N1CCN(C(=O)c2ccco2)CC1,10,-2.2,-4,4,102,0.1,0,0,5.3,-1
CC(C)Nc1ccc(C(CC(N)=O)NC(=O)Cc2ccc(Br)cc2)cc1[N+](=O)[O-] (stereo not drawn),3,-1.8,-2,0,97,-0.5,?,3,-1.3,-3
COc1ccc(-n2nc(C(=O)NCC(=O)NCCCN3CC(C)CC(C)C3)c3ccccc3c2=O)cc1Cl (stereo not drawn),-1,2.5,34,-6,98,0.1,-1,6,0.2,1
COc1ccc(NC(=O)CC2C(=O)N(c3ccc(OC)cc3)C(=O)N2Cc2ccc(OC)c(OC)c2)cc1 (stereo not drawn),10,-4.4,-4,10,96,0.4,2,1,8.8,0
CCOc1cc2[nH]c(=S)n(Cc3ccc(C(=O)NCCN(CC)CC)cc3)c(=O)c2cc1OCC,-5,-2.5,-14,1,97,-0.1,-6,2,-0.8,-5
CC(C)C(OC(=O)c1nsc(Cl)c1Cl)C(=O)NCC1CCCO1 (stereo not drawn),9,-0.5,-7,5,100,0.1,3,2,-0.5,2
COc1cccc2cc(C(N)=O)/c(=N\NC(=O)c3ccccc3)oc12,-13,-1.1,-4,1,92,-0.2,-17,-7,-0.4,-4
Cc1ccc(Nc2nc(-c3sc(C)nc3C)cs2)cc1,-6,-0.5,15,-6,101,-0.2,18,-13,-0.6,-2
COc1ccc(NC(=O)CNC(=O)Cn2ccc3ccccc3c2=O)c(OC)c1,5,0.9,22,0,99,0.0,-1,6,0.1,-3
Cc1cc(Cl)ccc1OCC(=O)NCCOc1nc(N2CCOCC2)nc(N2CCOCC2)n1,5,-0.9,-2,0,110,0.2,1,3,-2.3,1
Cc1cccn2c(=O)c3cc(S(=O)(=O)c4ccccc4)c(=N)n(Cc4ccco4)c3nc12,1,4.3,4,3,66*,0.2,0,14,-0.5,3
FC(F)(F)c1cc(CCN2CCNC[C@@H]2Cc2ccccc2)cc(C(F)(F)F)c1,-1,2.0,-8,-12,103,1.9,-5,2,-4.6,4
COc1ccc(-n2nnnc2SCC(=O)N2CCCC2)cc1OC,-4,-0.8,0,3,98,-0.1,0,3,0.2,-3
COc1cc(C(=O)N2CCCc3ccccc32)c([N+](=O)[O-])cc1OC,4,2.7,2,4,100,-0.1,1,-5,-0.2,7
CC(=O)Nc1ccc(-c2cn3ccsc3n2)cc1,7,0.5,-3,-15,93,-0.1,-5,-5,-5.2,0
CCOc1ccccc1CN1CCN(S(=O)(=O)CC)CC1,0,-0.4,5,2,103,0.0,0,2,-2.1,-7
O=C(OCC(=O)N1CCN(C(=O)c2ccco2)CC1)c1ccccc1C(=O)c1ccc(Cl)cc1,-2,-0.7,-1,3,93,0.1,2,-5,3.6,0
O=C(O)CNC(=O)c1ccc(Oc2c(F)c(F)c(Oc3ccc(C(=O)NCC(=O)O)cc3)c(F)c2F)cc1,18,-0.6,11,-4,100,-0.1,2,-5,-0.7,-1
CCOC(=O)c1c(S(=O)(=O)Nc2ccccn2)c(C)n(C)c1C,5,-0.9,-2,4,101,-0.3,2,3,-0.3,0
CCC(C)C1(C2CCCC2)NC(=O)NC1=O (stereo not drawn),5,-0.4,0,-3,97,0.1,-2,-1,7.2,-4

# Grouped by structure, those above with a furan ring, fused or not (8)
SMILES,MC4R antagonist,MC4R barr agon,Exocytosis inh,Cardio protect,ABCB6 inh MLPCN,aDG glyco up,Glyco luc inh,ABHD5-PLIN5 inh,hiPSC survival,HTR2A ag
O=C(NCC(=O)N(CCc1ccccc1)C(C(=O)NC1CCCCC1)c1ccncc1)c1ccco1 (stereo not drawn),3,2.4,0,-3,93,0.2,1,4,-2.8,9
COc1ccc2nc(NC(=O)C3CCN(C(=O)c4ccco4)CC3)sc2c1,13,-1.3,?,-4,97,0.2,-8,9,0.4,1
O=C(NCc1ccco1)c1cnn2c(C(F)(F)F)cc(-c3cccs3)nc12,-20,-0.3,6,65*,176,-0.2,0,24*,1.3,-3
CCOc1ccccc1CN(Cc1ccco1)S(=O)(=O)c1ccc(-n2cnnn2)c(OC)c1,0,-0.3,13,12,102,-0.1,10,4,-1.0,-9
O=C(Nc1ccccc1C(=O)O)/C(=C/c1ccc(Cl)cc1Cl)NC(=O)c1ccco1,-1,-1.8,23,0,99,0.0,-1,3,-0.5,5
N#Cc1ccccc1Sc1ccccc1C(=O)OCC(=O)N1CCN(C(=O)c2ccco2)CC1,10,-2.2,-4,4,102,0.1,0,0,5.3,-1
Cc1cccn2c(=O)c3cc(S(=O)(=O)c4ccccc4)c(=N)n(Cc4ccco4)c3nc12,1,4.3,4,3,66*,0.2,0,14,-0.5,3
O=C(OCC(=O)N1CCN(C(=O)c2ccco2)CC1)c1ccccc1C(=O)c1ccc(Cl)cc1,-2,-0.7,-1,3,93,0.1,2,-5,3.6,0

# High-throughput results as filed in PubChem BioAssay.
